# LEDGF integ inh: blocks HIV-1 LEDGF/p75-dependent DNA integration. TR-FRET IN-LEDGF/p75 DNA integration, Eu/Cy5. inhibition, % at 3.7 µM. hit rate 0.64% among 370,000. AID 743269;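 active means inhibition above the screen-wide mean plus 3 SD, cut at about 13% in these data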;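 further: signal is the Cy5 over europium emission ratio at 671 and 618 nm; 0% = plate median of compound wells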
# MBD2 inh: blocks human MBD2 binding to methylated DNA. TR-FRET, MBD2 binding to methylated oligonucleotide. inhibition, % at 4.4 µM. hit rate 0.31% among 370,000. AID 686964; in the data active means inhibition above about 13%
# TCR-CD3 inh: inhibitors of human TCR-CD3 interaction; TAMRA-labeled TCR probe fluorescence, biochemical; AID 651800; inhibition, % at 9.4 µM; hit rate 0.37% among 360,000; in the data active means inhibition above about 19%;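 further: recombinant mutant TCR 2C K166C tagged with TAMRA read by polarization; 0% = receptor in buffer alone and 100% = receptor with positive control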
# UHRF1 binding: human UHRF1 methylated DNA binding inhibitors | Q96T88 | UHRF1 binding to methylated oligo, TR-FRET | hit rate 0.75% among 370,000 | inhibition, % at 4.4 µM; in the data active means inhibition above about 21%;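 further: UHRF1 SRA domain binding a hemimethylated CpG hairpin DNA probe; 0% = median of test compound wells and 100% = reference inhibitor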
# PRMT1 inh: blocks human protein arginine methyltransferase 1 | Q99873 | recombinant PRMT1, activity-based probe fluorescence polarization | inhibition, % at 2.79 µM | hit rate 1.3% among 370,000 | AID 652257;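 active means inhibition above about 21% made by adding two undisclosed values, limit read from the data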
# Tn7 DDE FP: inhibitors of Tn7 peptide binding to human fibrin DD(E) | inhibition, % at 8.3 µM | AID 720508 | FP displacement of FITC-Tn7 peptide from fibrin DD(E); 0% = median of compound wells per plate | hit rate 0.13% among 370,000;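 active means inhibition above the mean of compounds falling within the control limits plus 3 SD of them, cut at about 14% in these data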;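 further: 0% = plate median of compound wells and 100% = 10 µM Aha-Tn7 peptide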
# Target sequence (P02675 whole entry, looked up): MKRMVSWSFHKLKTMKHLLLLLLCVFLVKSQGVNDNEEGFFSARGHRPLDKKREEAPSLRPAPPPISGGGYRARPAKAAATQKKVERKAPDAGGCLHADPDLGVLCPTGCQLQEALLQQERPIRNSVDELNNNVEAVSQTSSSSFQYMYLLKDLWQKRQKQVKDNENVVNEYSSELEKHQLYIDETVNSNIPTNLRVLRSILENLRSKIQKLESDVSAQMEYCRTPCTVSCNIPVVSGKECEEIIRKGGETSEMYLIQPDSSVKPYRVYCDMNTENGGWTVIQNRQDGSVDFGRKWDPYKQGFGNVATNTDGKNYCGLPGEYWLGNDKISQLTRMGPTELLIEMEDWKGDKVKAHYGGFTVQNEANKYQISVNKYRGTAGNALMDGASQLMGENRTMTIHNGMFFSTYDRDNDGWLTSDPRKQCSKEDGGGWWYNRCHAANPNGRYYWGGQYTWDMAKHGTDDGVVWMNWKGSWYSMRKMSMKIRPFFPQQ
#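 Assay system: Fibrin-DD(E) protein isolated from polymerized human fibrin clots; read-out basis: percent inhibition; medium: Tris/NaCl/CaCl2 buffer, pH 7.8; signal: FP measurement; incubation: 10 min plus 3 h, room temperature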
# SIAE primary: human SIAE inhibition, primary screen; inhibition, % at 9.66 µM; hit rate 0.69% among 370,000; SIAE FP-Rh probe binding, fluorescence polarization; Q9HAT2;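 active means inhibition above a cutoff: mean of compounds within the control limits plus 3 SD of those, cut at about 17% in these data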;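 further: 0% = plate median of compound wells and 100% = probe without SIAE protein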
# KLK7 zymogen act: proKLK7 (human) activation, primary screen; P49862; purified proKLK7, EDANS-DABCYL substrate fluorescence; 100% is mature enzyme control, 0% vehicle; activation, % at 7 µM; hit rate 0.9% among 370,000;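 active means activation above the mean of all tested compounds plus 3 SD, computed per campaign excluding outliers beyond control limits, cut at about 13% in these data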
# Tn6 DDE FP: disrupts Tn6 cyclic peptide binding to fibrin D-Dimer-E complex. AID 720509. inhibition, % at 8.3 µM. Fibrin DD(E) TRITC-Tn6 fluorescence polarization displacement. hit rate 0.21% among 370,000. P02675;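 active means inhibition above a per-campaign cutoff: mean of compounds within control limits plus 3 SD, cut at about 15% in these data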;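 further: 0% = median of all compound wells on the plate and 100% = blocking peptide control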
# TDP2 inh: blocks human TDP2 phosphodiesterase activity; O95551; recombinant TDP2, T5PNP hydrolysis, p-nitrophenol absorbance 415 nm; inhibition, % at 12.8 µM; hit rate 0.34% among 370,000;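 active means inhibition above the mean of all tested compounds plus 3 SD, set per campaign, cut at about 25% in these data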;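 further: 0% = DMSO with enzyme and 100% = buffer with substrate but no TDP2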
# Target sequence (O95551 whole entry, looked up): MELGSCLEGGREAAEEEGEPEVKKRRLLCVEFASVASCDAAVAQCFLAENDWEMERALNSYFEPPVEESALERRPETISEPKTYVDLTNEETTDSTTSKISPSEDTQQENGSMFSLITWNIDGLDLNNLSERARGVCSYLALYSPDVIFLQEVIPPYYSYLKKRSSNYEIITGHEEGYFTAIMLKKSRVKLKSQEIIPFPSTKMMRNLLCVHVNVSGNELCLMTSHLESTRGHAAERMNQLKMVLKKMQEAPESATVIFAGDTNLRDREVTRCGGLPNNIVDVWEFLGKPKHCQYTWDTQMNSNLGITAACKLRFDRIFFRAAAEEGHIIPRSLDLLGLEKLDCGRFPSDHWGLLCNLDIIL
#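 Test system: Human TDP2 enzyme | Reagent: 5 mM T5PNP | Compound dosing: 12.8 µM single point, 1% DMSO | Incubation: Enzyme reaction with compound for 2 h at 37 °C | Technique: p-Nitrophenol epi absorbance | Read-out: % inhibition relative to enzyme-containing and enzyme-free wells | Benchmarks: High control without enzyme, low control DMSO plus TDP2 | Replicates: Singlicate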
# Starred values were filed as active, the others as inactive; . = no result given.
# Values run as follows: LEDGF integ inh	MBD2 inh	TCR-CD3 inh	UHRF1 binding	PRMT1 inh	Tn7 DDE FP	SIAE primary	KLK7 zymogen act	Tn6 DDE FP	TDP2 inh
- O=C(CNC(=O)c1ccccc1F)NCCc1ccccc1F
  -5	1	1	-1	3	0	-4	1.0	-1	8
- N#CCCN(C(=S)NC(=O)c1cccs1)c1ccccc1F
  0	1	-4	2	11	4	-5	0.7	2	4
- CN(C)S(=O)(=O)N1CCN(Cc2ccccc2)CC1
  -1	-2	1	-2	-1	-1	1	0.1	0	2
- COc1cc2cc(CN(CCCO)S(=O)(=O)c3ccccc3)c(=O)[nH]c2cc1OC
  -4	3	-2	0	3	-1	0	0.5	-2	2
- CCC1(CC)C(=O)C2=C3C1[C@H](C(=O)OC)CC(C(=O)OC)C[C@H]3[C@H]1C(=O)N(c3ccccc3)C(=O)[C@H]1[C@H]2C (stereo partly specified)
  0	-3	-9	1	1	-1	-2	0.2	6	-13
- Cc1ccnc2nc(C(=O)OCC(=O)c3ccccc3)nn12
  -2	7	0	-2	-2	-2	-2	-1.1	-2	1
- COc1ccccc1-c1cc(C(=O)N/N=C/c2ccoc2)c2ccccc2n1
  1	5	-1	-1	2	1	-1	-0.3	-1	-4
- CC(=O)Nc1cc(-c2cccc(C(=O)NCCO)c2)cn2c(-c3ccc(F)c(Cl)c3)cnc12
  5	-1	-10	0	-2	-6	-7	-6.5	-8	-17
- CC(=O)C(=Cc1cccc(C#N)c1)C(=O)c1ccccc1
  -1	4	-4	0	5	-8	-5	-0.6	3	1
- CCc1ccc(NC(=O)Cn2nc(C)c([N+](=O)[O-])c2C)cc1
  -1	1	0	1	-3	3	-3	0.1	0	11
- O=C(O)c1ccc(COc2ccc(CO)cc2Cl)cc1
  2	-3	0	-1	-2	-4	9	-0.1	-8	2
- Cc1nc(N)sc1C(=O)Nc1ccccc1
  4	5	2	4	0	-3	0	0.4	-2	0
- O=C(N/N=C/c1ccccn1)c1ccccc1
  -1	3	-6	-1	-1	0	-3	0.1	-7	-10
- CCC(=C(c1ccc(OC)cc1)c1ccc(OC)cc1)c1cn(CC(O)CN(CCO)CCO)c2ccccc12 (stereo unspecified)
  2	-4	-1	1	1	-3	13	0.0	0	1
- COc1ccc(/C=C/C(=O)NCCN=C2NS(=O)(=O)c3ccccc32)cc1
  -3	0	7	-5	0	-1	-2	0.2	-3	6
- COc1ccc(NC(=O)CN(c2ccc(F)cc2)S(=O)(=O)c2ccccc2)c(OC)c1
  1	1	5	-1	-2	0	7	0.0	-7	17
- COc1ccc(S(=O)(=O)Nc2cc(Sc3ncn[nH]3)c(O)c3ccccc23)cc1
  45*	-6	10	1	96*	0	8	-10	-11	65*
- COc1ccc(CNC(=O)Cn2ccc(N)nc2=O)cc1
  -2	3	7	-3	0	-7	-6	0.2	6	-3
- Cc1ccnc(SCc2cc(=O)c(OC(=O)c3ccc(C)c([N+](=O)[O-])c3)co2)n1
  2	5	.	2	11	6	1	.	-6	0
- COc1cccc(/C=N/NC(=O)c2c(C)nc3ccc(Cl)cn23)c1OC
  1	0	-5	-3	-3	0	1	0.8	2	-4
- CC1CCCN(C(=O)CSc2nnc(-c3c[nH]c4ccccc34)o2)C1 (stereo unspecified)
  13	8	-2	2	4	0	1	0.1	-1	7
- CCCC(=O)Nc1nc(C)c(-c2csc(Nc3cc(OC)ccc3OC)n2)s1
  2	0	0	-3	2	-2	3	-0.5	-6	-4
- O=C(Nc1cccc([N+](=O)[O-])c1)Nc1ccc(Cl)cn1
  -1	-3	8	3	-2	10	4	0.5	-5	-5
- CCCc1nn(C)c(C(N)=O)c1[N+](=O)[O-]
  -5	1	-3	4	3	4	-4	0.1	6	-7
- Cc1cc(C)c2sc(N(CCCN(C)C)C(=O)c3ccc(Br)s3)nc2c1
  4	-2	-5	-1	-2	10	-5	-3.5	-3	-27
- O=C(Nc1ccc(OC(F)(F)F)cc1)C1CCCN(S(=O)(=O)c2cccnc2)C1 (stereo unspecified)
  -3	-2	-2	-1	0	0	-2	0.1	2	6
- Cc1ccc(NC(=O)CSc2n[nH]c(C)c2[N+](=O)[O-])cc1
  3	1	7	-1	-1	-6	-6	0.2	4	5
- COc1cc(O)sc1C=Nc1ccc(Cl)cc1
  -3	-4	6	-6	-2	5	0	0.1	8	-4
- CCSCCc1nnc(NC(=O)Nc2cccc(C(F)(F)F)c2)s1
  -5	1	1	7	2	1	-7	0.0	10	-3
- NC(=O)CCn1c(C(=O)c2ccc(Cl)cc2)c2ccccc2[n+]1[O-]
  2	2	2	-2	0	5	3	0.1	5	-5

# As entered above:
# CCc1ccc(NC(=O)Cn2nc(C)c([N+](=O)[O-])c2C)cc1 in MBD2 inh = 1
# COc1cc(O)sc1C=Nc1ccc(Cl)cc1 in Tn6 DDE FP = 8

# (more compounds)
# Values run as follows: LEDGF integ inh	MBD2 inh	TCR-CD3 inh	UHRF1 binding	PRMT1 inh	Tn7 DDE FP	SIAE primary	KLK7 zymogen act	Tn6 DDE FP	TDP2 inh
- CN(C)c1ccc(/C=C/C(=O)c2cc(Cl)ccc2O)cc1
  3	-1	1	-2	-2	-4	-16	0.5	2	-7
- COc1ccc(C)cc1Nc1n[n+](C)c(-c2c3ccccc3cc3ccccc23)s1
  1	-5	7	-17	3	1	3	-1.6	6	2
- CCOc1ccc(NC(=O)CCS(=O)(=O)c2ccc(Br)cc2)cc1
  -2	-4	6	-2	-1	5	1	-0.2	4	-12
- COc1ccc(N=Nc2cc(OC)c(N)cc2OC)cc1
  -6	-18	2	-18	2	2	8	0.5	-1	-6
- CNC(=O)[C@H]1O[C@@H](n2cnc3c(NCc4cccc(I)c4)nc(Cl)nc32)[C@H](O)[C@@H]1O
  1	-4	7	-3	0	-3	-27	-0.2	-2	6
- COc1ccc(-c2oc3cc(O)c(OC)c(O)c3c(=O)c2OC)cc1
  -1	-6	5	1	2	6	13	2.8	3	-1
- CCC(C)OC(=O)C1=C(C)NC(=O)NC1c1ccc(F)cc1 (stereo unspecified)
  0	-4	3	3	0	0	-2	-0.3	0	-7
- CC(C)(C)SCCNC(=O)c1ccc(NS(C)(=O)=O)cc1
  2	2	3	0	-1	6	0	0.1	2	3
- COc1ccccc1NS(=O)(=O)c1cccc(NC(=O)NCCCl)c1
  -2	5	-5	4	-1	-5	0	0.5	-10	1
- CCSc1nnc(Nc2ccc(C)cc2)s1
  1	-5	0	0	3	-4	1	0.2	-8	9
- CC(NC(=O)COC(=O)C1=NN(c2ccccc2)C(=O)CC1)c1ccccc1 (stereo unspecified)
  -2	-1	1	3	1	-3	-1	0.3	1	-7
- O=C(/C=C/c1ccccc1)CC(O)(c1ccccc1)C(F)(F)C(F)F (stereo unspecified)
  0	-1	-6	2	0	-9	-8	-0.2	1	-12
- CCN(CC)CCCN(Cc1cc2cc3c(cc2[nH]c1=O)OCO3)C(=S)Nc1ccccc1OC
  5	0	-1	2	-2	-6	1	2.2	3	-3
- O=S(=O)(/N=C(/NNS(=O)(=O)c1ccccc1)c1ccccc1)c1ccccc1
  1	0	-5	1	1	4	-1	-0.4	3	-6
- Cc1occc1-c1nnc(SCC(=O)NC2(C#N)CCCC2)n1C
  -7	0	-2	2	3	1	0	0.6	1	-12
- CCn1c(/C=C/c2ccccc2Cl)nc2ccccc2c1=O
  -1	-5	2	-3	5	5	-8	-1.1	-4	6
- O=C(Nc1ccn(C2CC(OC(=O)c3ccccc3)C(CO)O2)c(=O)n1)c1ccccc1 (stereo unspecified)
  2	3	-3	-3	1	0	-1	0.1	-9	6
- CCOc1ccc(S(=O)(=O)Nc2nc3ccccc3nc2N2CCN(C)CC2)cc1
  3	7	-1	1	3	3	-8	2.4	-8	0
- CC(C)CC(=O)Nc1nc2ccc(S(C)(=O)=O)cc2s1
  -6	6	-6	7	23*	0	-4	-0.3	-8	-9
- CNc1nc(-c2cccs2)cc(C(F)(F)F)c1C#N
  -3	7	7	8	1	-3	0	8.4	-2	10
- COc1ccc(Nc2nc3c(C)cccn3c(=O)c2C=NCc2ccccc2)cc1
  -3	0	0	2	2	0	0	-0.2	2	11
- CCOC(=O)N1CCN(C(=O)CS(=O)Cc2nc(-c3cccc(C)c3)oc2C)CC1 (stereo unspecified)
  9	-6	-14	3	1	-2	-8	0.4	5	-12
- CC(O)(Cc1cccnc1)c1cccs1 (stereo unspecified)
  0	3	4	1	1	-5	1	0.1	-3	0
- CCOC(=O)N1CCN(C(=O)C(=O)N/N=C/c2ccc(OC)cc2OC)CC1
  2	4	3	-1	6	-1	3	-3.2	-2	-6
- O=C(Nc1ccccc1N1CCCCC1)c1ccccc1F
  -1	1	1	-2	-2	8	3	0.4	4	-3
- CC(C)Cn1c([N+](=O)[O-])nc2c1c(=O)[nH]c(=O)n2C
  -3	3	3	3	-2	7	1	0.0	-1	7
- Cc1ccc(C(=O)N/C(=C\c2ccco2)C(=O)NCCc2c[nH]c3ccccc23)cc1
  1	0	3	0	0	-1	11	-0.5	1	-6
- CCOc1cc(/C=C/c2ccc3cccc([N+](=O)[O-])c3n2)cc(Cl)c1O
  2	-2	3	0	-4	-9	5	-0.5	-5	-13
- CC1(C)OC(=O)C2(Cc3ccccc3N3CCCCC32)C(=O)O1 (stereo unspecified)
  2	-1	-1	6	-1	3	-8	-0.3	0	-10
- O=C(CN1C(=O)COc2ccccc21)NCCCN1CCCC1
  -6	0	-3	1	3	3	2	0.2	-1	4
- CC1(C)C[C@H]2C3=CCC4[C@@]5(C)CC[C@H](O)[C@](C)(CO)C5CC[C@@]4(C)[C@]3(C)CC[C@@]2(C)[C@H](O)[C@@H]1O (stereo partly specified)
  -1	-1	-2	-1	3	10	5	0.3	2	5
- CC(C(=O)Nc1ccc(N2CCOCC2)cc1)N1C(=O)c2ccccc2C1=O (stereo unspecified)
  -2	3	3	0	4	5	7	0.2	-6	-9
- CC(=O)Nc1ccc(-c2nc3ccccc3o2)cc1
  6	-7	-1	-5	0	-3	1	1.7	-2	5
- O=C(NCc1cccs1)C1CCC(CNS(=O)(=O)c2ccccc2)CC1 (stereo unspecified)
  2	1	0	2	-2	-3	-15	0.3	0	-16
- CCOC(=O)N1CCN(c2ccc([N+](=O)[O-])cc2F)CC1C (stereo unspecified)
  1	-7	8	0	-1	3	1	0.1	-5	5
- O=C(Nc1nnc([C@@H]2C[C@H](O)[C@@H](CO)O2)s1)Nc1ccc(F)cc1F
  10	-5	-11	2	-3	-2	-2	0.2	1	-8
- O=C(O)c1cc(Cl)n[nH]c1=O
  -3	1	-2	2	7	-4	1	0.1	-2	-5
- COC(=O)c1cc(NS(=O)(=O)c2ccc(N3CCOCC3)c(N)c2)cc(C(=O)OC)c1
  14*	3	-3	2	3	1	3	0.2	-3	0
- O=C1CCCCC1Nc1ccc(Cl)cc1 (stereo unspecified)
  2	-2	1	8	1	-1	1	0.7	3	4

# Screening data deposited in PubChem by The Scripps Research Institute Molecular Screening Center.
